PAFAH2 FP inh = PAFAH2 enzyme inhibitors, primary screen, biochemical, fluorescence polarization, human | inhibition, % at 3.39 µM | recombinant PAFAH2, FP-rhodamine activity probe | Platelet-activating factor acetylhydrolase 2, cytoplasmic (Homo sapiens), Q99487 | hit rate 0.99% among 340,000;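 active means inhibition above the mean over all tested compounds plus 3 SD, cut at about 30% in these data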;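 further: inhibitors block probe labeling of enzyme so polarization drops; 0% = enzyme with DMSO and 100% = wells lacking PAFAH2 protein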
pPAFAH inh = pPAFAH enzyme inhibitors, primary screen, biochemical, fluorescence polarization, human; inhibition, % at 3.39 µM; recombinant pPAFAH, FP-rhodamine probe fluorescence polarization; Platelet-activating factor acetylhydrolase (Homo sapiens), Q13093; hit rate 1.5% among 330,000;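 active means inhibition above the mean inhibition across the screen plus 3 SD, cut at about 25% in these data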;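 further: inhibitors block binding of the rhodamine activity-based probe so polarization drops; 0% = enzyme with DMSO and 100% = wells lacking pPAFAH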
Target sequence (Q13093 whole entry, looked up): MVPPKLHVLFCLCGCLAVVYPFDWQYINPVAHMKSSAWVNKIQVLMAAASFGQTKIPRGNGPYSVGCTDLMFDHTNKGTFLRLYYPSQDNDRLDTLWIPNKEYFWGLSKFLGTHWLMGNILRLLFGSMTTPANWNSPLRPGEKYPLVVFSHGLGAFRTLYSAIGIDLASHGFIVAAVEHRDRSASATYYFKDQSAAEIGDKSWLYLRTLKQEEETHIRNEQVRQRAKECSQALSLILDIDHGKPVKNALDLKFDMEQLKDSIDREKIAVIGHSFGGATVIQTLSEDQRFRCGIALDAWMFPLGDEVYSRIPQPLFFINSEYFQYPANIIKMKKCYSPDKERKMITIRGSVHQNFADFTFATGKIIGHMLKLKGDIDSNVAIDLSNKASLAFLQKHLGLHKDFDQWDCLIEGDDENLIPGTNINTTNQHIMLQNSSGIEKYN
LYPLA1 inh = LYPLA1 inhibitors, primary screen, counter-screen for PME1 inhibitor project, biochemical, fluorescence polarization, FP-Rh probe ABPP; hit rate 0.16% among 320,000; Acyl-protein thioesterase 1 (Homo sapiens), O75608; recombinant LYPLA1; inhibition, % at 5.9 µM; AID 2174, 2009;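 active means inhibition above the mean of all tested compounds plus 3 SD, set per campaign, cut at about 14% in these data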;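 further: inhibitors block serine hydrolase probe labeling of LYPLA1 so polarization falls; 0% = enzyme with DMSO and 100% = wells lacking LYPLA1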
PME-1 primary = PME-1 inhibitors via competitive probe labeling, primary screen, biochemical, fluorescence polarization, FP-Rh probe, HTS; Protein phosphatase methylesterase 1 (Homo sapiens), Q9Y570; hit rate 0.53% among 320,000; recombinant PME-1; inhibition, % at 5.9 µM;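 active means inhibition above the campaign mean of all compounds plus 3 SD, cut at about 26% in these data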;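 further: competitive labeling of PME-1 active site by serine hydrolase directed probe; 0% = PME-1 with DMSO and 100% = wells lacking PME-1 enzyme; inhibitors block probe labeling so polarization falls and inhibition rises; many of its hits are not listed in these tables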
PAFAH1B3 FP inh = PAFAH1B3 enzyme inhibitors, primary screen, biochemical, fluorescence polarization, human; Platelet-activating factor acetylhydrolase IB subunit alpha1 (Homo sapiens), Q15102; recombinant PAFAH1B3, FP-rhodamine probe; inhibition, % at 3.39 µM; hit rate 0.28% among 340,000; AID 492972, 2010;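 active means inhibition above the screen-wide average of all tested compounds plus 3 SD, cut at about 25% in these data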;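 further: 0% = enzyme with DMSO only and 100% = wells lacking PAFAH1B3 protein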
Target sequence (Q15102 whole entry, looked up): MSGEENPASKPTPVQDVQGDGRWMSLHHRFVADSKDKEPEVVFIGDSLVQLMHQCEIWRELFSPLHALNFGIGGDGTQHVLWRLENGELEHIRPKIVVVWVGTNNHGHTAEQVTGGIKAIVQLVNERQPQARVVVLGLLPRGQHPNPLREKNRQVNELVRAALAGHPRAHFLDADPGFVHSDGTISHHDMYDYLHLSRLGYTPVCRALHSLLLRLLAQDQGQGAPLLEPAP
LYPLA2 inh = LYPLA2 inhibitors, primary screen, counter-screen for PME1 inhibitor project, biochemical, fluorescence polarization, FP-Rh probe ABPP; Acyl-protein thioesterase 2 (Homo sapiens), O95372; recombinant LYPLA2; inhibition, % at 5.9 µM; hit rate 0.38% among 320,000;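 active means inhibition above the screen-wide mean plus 3 SD, limit set per campaign, cut at about 26% in these data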;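 further: 0% = LYPLA2 with DMSO and 100% = wells lacking LYPLA2 enzyme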
GSTO1 counter = inhibitors of recombinant GSTO1, primary screen, counter-screen for RBBP9 inhibitor project, biochemical, fluorescence polarization; Glutathione S-transferase omega-1 (Homo sapiens), P78417; activity-based probe fluorescence polarization; inhibition, % at 5.96 µM; hit rate 1.1% among 300,000; AID 1974, 2009;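 active means inhibition above the campaign mean inhibition plus 3 SD, cut at about 35% in these data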;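 further: 0% = GSTO1-1 with DMSO and 100% = wells lacking GSTO1-1 enzyme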
PAFAH1B2 FP inh = PAFAH1B2 enzyme inhibitors, primary screen, biochemical, fluorescence polarization, human; inhibition, % at 3.39 µM; Platelet-activating factor acetylhydrolase IB subunit alpha2 (Homo sapiens), P68402; hit rate 1.2% among 340,000; recombinant PAFAH1B2, FP-rhodamine activity probe;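 active means inhibition above the mean of all tested compounds plus 3 SD, cut at about 24% in these data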;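 further: 0% = enzyme with DMSO and 100% = wells lacking PAFAH1B2; many of its hits are not listed in these tables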
Target sequence (P68402 whole entry, looked up): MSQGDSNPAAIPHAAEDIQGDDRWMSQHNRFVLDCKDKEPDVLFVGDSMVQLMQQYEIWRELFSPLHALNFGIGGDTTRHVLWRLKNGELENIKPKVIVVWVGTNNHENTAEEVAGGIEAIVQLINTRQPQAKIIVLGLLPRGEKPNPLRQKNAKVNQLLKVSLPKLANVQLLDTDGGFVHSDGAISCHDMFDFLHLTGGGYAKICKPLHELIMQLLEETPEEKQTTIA
PAD4 FP inh = human PAD4 inhibitors, primary screen, biochemical, fluorescence polarization, 1536-well format | Protein-arginine deiminase type-4 (Homo sapiens), Q9UM07 | recombinant PAD4, RCA probe fluorescence polarization | inhibition, % at 6.36 µM | hit rate 0.41% among 330,000;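 active means percent inhibition above a cutoff equal to the mean of all tested compounds plus 3 SD, cut at about 15% in these data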;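 further: 0% = PAD4 with RCA probe and DMSO and 100% = probe without PAD4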
Active calls of the source: *; . = not tested or not shown.

SMILES	PAFAH2 FP inh	pPAFAH inh	LYPLA1 inh	PME-1 primary	PAFAH1B3 FP inh	LYPLA2 inh	GSTO1 counter	PAFAH1B2 FP inh	PAD4 FP inh
Cc1ccc(S(=O)(=O)CNC(=S)c2ccc3ccccc3c2)cc1	-4	-4	-7	-12	-2	4	25	-1	4
CCOC(=O)c1c(C=O)c(C)n(Cc2ccccc2)c1C	2	4	8	7	-2	11	2	8	-4
COc1cccc(CC(=O)NCC2(N3CCCCC3)CCCCC2)c1	-7	0	-2	4	5	2	14	-1	-3
COc1ccc(-c2cn[nH]c2-c2ccc(O)cc2O)cc1OC	3	2	-5	-1	8	-8	7	-1	-3
CC(=O)c1cccc(Nc2cc(C)nc3c(C)cccc23)c1	1	-1	2	4	2	-3	8	2	-2
CO/N=C/c1ccc(Oc2ccc(C)cc2)nc1	2	4	-2	-5	3	-2	1	-5	2
O=C(CN1C(=O)NC2(CCOc3ccccc32)C1=O)NCc1ccc(F)cc1 (stereo not given)	-3	0	-2	0	9	3	.	4	2
COc1ccc(NC(=O)NC2(C(=O)N3CCCCCC3)CCCCC2)cc1	-1	-4	2	4	-1	3	0	1	5
CCc1ccc(NC(=O)CS(=O)CC(=O)NCC2OCCc3ccccc32)cc1 (stereo not given)	-9	-1	-3	-7	3	-2	-4	0	-10
COc1ccccc1OCC(=O)NC1CCCCCCC1	-7	8	.	.	3	.	.	7	-1
CC(Oc1ccc(Cl)cc1)C(=O)/C=C/N(C)C (stereo not given)	-5	7	3	0	1	4	-1	6	1
O=S(=O)(NC1c2cccc3cccc(c23)C1Sc1ncccn1)c1ccccc1 (stereo not given)	-4	15	-2	4	3	-7	-4	2	1
C[N+](C)(C)CCCCCC[N+](C)(C)C	0	3	-3	0	4	1	4	-2	-5
Nc1nonc1C(=O)NCCNCc1c(OCc2ccccc2F)ccc2ccccc12	5	2	-2	2	3	-1	1	-2	-1
O=C(Cn1c(=O)oc2cc(S(=O)(=O)N3CCCC3)ccc21)Nc1ccccc1Br	2	1	-2	-3	11	2	5	7	-3
O=C(CSc1nnnn1-c1ccc2c(c1)OCCO2)N1CCc2ccccc21	-1	-6	-2	8	-4	-3	-2	-3	-4
COc1ccc(NC(=O)CSc2nnc(-c3ccccc3Cl)n2Cc2ccco2)c(OC)c1	2	1	0	3	7	0	0	7	0
CN(C(=O)COC(=O)/C=C/c1ccc(C(F)(F)F)cc1)c1c(N)n(Cc2ccccc2)c(=O)[nH]c1=O	-1	-1	-4	0	11	-4	-1	4	5
CCOc1ccccc1C(C(=O)NCCOC)N(CCOC)C(=O)Cn1nnc2ccccc21 (stereo not given)	4	-5	0	4	15	-7	2	2	-6
COc1cc(C(=O)CCN2CCC(c3ccccc3)C2)cc(OC)c1OC (stereo not given)	-4	6	5	-4	-1	5	1	0	-2
C=CCn1c(SCc2csc(C)n2)nc2scc(-c3ccc(C)o3)c2c1=O	5	-5	-5	-1	6	-1	-2	-4	0
CC(C)(C)c1ccc(-n2ncc3c2CCCC3NC(=O)c2ccncc2)cc1 (stereo not given)	-3	5	-5	-4	-9	2	10	2	-5
O=S(=O)(Nc1ccc(-c2cn3c(n2)SCC3)cc1)c1ccccc1F	2	8	2	4	5	4	4	3	3
Cc1cccc(NC(=O)CSc2nc3c(c(=O)[nH]2)CCC3)c1C	-20	2	1	3	4	3	10	3	2
O=C(c1cc2c(s1)CCCC2)N1CCN(C(=O)C2CCCO2)CC1 (stereo not given)	6	-6	0	-8	0	-2	13	-2	-1
(next part)
SMILES	PAFAH2 FP inh	pPAFAH inh	LYPLA1 inh	PME-1 primary	PAFAH1B3 FP inh	LYPLA2 inh	GSTO1 counter	PAFAH1B2 FP inh	PAD4 FP inh
CCOC(=O)CC1C(=O)NCCN1S(=O)(=O)c1ccc(NC(C)=O)cc1 (stereo not given)	-6	5	5	3	1	5	-4	-1	1
Cc1ccc(N(CCCCN2C(=O)c3ccccc3C2=O)C(=O)c2cccc([N+](=O)[O-])c2)cc1	1	4	-3	1	6	-2	3	6	4
CC1(C)CC(N2CCOCC2)=CC(=[N+]2CCOCC2)C1	-1	-1	8	-7	6	7	9	4	-7
CC1CCN(c2ccc3c(c2)S(=O)(=O)c2cccc(C(=O)O)c2C3=O)CC1	2	3	.	.	1	.	.	15	-7
COc1ccc(N2CCCn3c2nc2c3c(=O)n(CCCc3ccccc3)c(=O)n2C)cc1	.	11	2	-2	.	6	0	.	1
COc1cc(/C=N/NC(=O)c2ccncc2)ccc1OC(=O)c1cc(OC)c(OC)c(OC)c1	-7	0	-9	-3	4	0	2	2	1
CCOc1ccc(OCCC(=O)N(CC)CC(=O)NCc2cccs2)cc1	10	2	-1	0	7	-2	.	1	4
NC(=O)C1=C[C@H](c2ccc(Br)cc2)C[C@H](OCc2ccc(CO)cc2)O1	0	2	8	9	-4	1	14	4	4
CCn1cc(/C=C/C(=O)Nc2ccn(Cc3c(F)c(F)cc(F)c3F)n2)cn1	-6	3	-2	10	7	-1	8	-2	0
CNC(=O)COc1ccc(-c2nn(C)c(=O)c3ccccc23)cc1	3	3	0	-1	0	1	9	1	-5
CCOc1ccccc1N1CCN(C(=O)Cc2ccc(S(=O)(=O)N3CCOCC3)s2)CC1	0	1	-2	2	1	2	-6	4	-3
CN(C)c1ccc(-c2nnc(-c3ccc(S(=O)(=O)C(F)F)cc3)o2)cc1	7	2	2	8	5	8	-1	0	-2
O=C(Cc1cccs1)N/N=C/C=C/c1ccccc1[N+](=O)[O-]	.	5	-3	4	.	5	18	.	4
Cc1cccc(NC(=O)COC(=O)c2n[nH]c3ccccc23)c1C	59*	-5	-2	-8	4	-5	.	-1	-3
COc1ccc2nc(NC(=O)CS(=O)(=O)Cc3ccccc3)sc2c1	13	11	0	7	6	-8	-3	8	-11
Cc1nc2c(c(=O)n1CCC(C)C)c1nc3ccccc3nc1n2Cc1ccc2c(c1)OCO2	.	3	-1	2	.	-2	3	.	-1
COc1ccc(NC(=O)Nc2cc(C)ccc2F)cc1OC	6	1	1	11	-1	3	1	-9	0
CC(C(=O)Nc1ccc2c(c1)OCO2)N1CCN(C)CC1 (stereo not given)	4	1	-2	-7	3	-1	0	3	4
CCCNC(=O)CCNC(=O)c1ccc(C(C)(C)C)cc1	5	1	0	-2	3	-1	2	9	3
Cn1c(=O)n(C)c2cc(N3CCCC3)c(NC(=O)c3cccc(F)c3)cc21	-5	1	1	-2	5	6	-1	-2	0
CC(C)C(=O)c1cn(CC(=O)N2CCCc3ccccc32)c2ccccc12	-2	2	3	-4	0	1	7	3	4
COc1cc(NS(=O)(=O)c2ccc(NC(=S)NC(=O)/C=C/c3ccc(OC)c(OC)c3)cc2)ncn1	-6	3	-2	-5	9	-2	-1	1	-2
N/C(=N\OS(=O)(=O)c1ccccc1)c1cccnc1	-2	2	2	-7	5	-3	5	2	-6
Cc1onc(-c2ccccc2)c1C(=O)n1cc(Br)cn1	9	0	3	-2	7	2	0	2	-1
CCCn1c2c(c(O)c(C(=O)Nc3ncccc3C)c1=O)CCCC2	3	2	0	-4	5	1	12	6	-3
New compounds follow.
SMILES	PAFAH2 FP inh	pPAFAH inh	LYPLA1 inh	PME-1 primary	PAFAH1B3 FP inh	LYPLA2 inh	GSTO1 counter	PAFAH1B2 FP inh	PAD4 FP inh
O=c1c2ccccc2[nH]c(=S)n1CC1CCCO1 (stereo not given)	9	1	0	-5	5	1	12	-2	1
CCOC(=O)c1cn(CC)c2cc(N3CCOCC3)c(F)cc2c1=O	2	-2	2	-2	-5	6	7	1	7
CCCCc1c(O)nc(SCC(=O)O)[nH]c1=O	1	1	2	-3	3	1	-4	2	-1
OC(COc1ccc2cc(Br)ccc2c1)CN1CCCC1 (stereo not given)	-5	2	0	-1	9	6	-1	-4	0
O=C(CSc1nnc(NC(=O)C2CC2)s1)Nc1ccccc1Cl	-1	4	4	3	5	2	12	4	-2
Cc1ccc(S[C@@H](CCN2CC[C@H](NC(=O)OCc3ccccc3)CCC2=O)c2ccccc2)cc1	-1	5	-3	-5	4	0	-3	-2	0
COc1ccc(NC(=O)COc2ccc(/C=N/n3c(C)nnc3C)cc2OC)cc1	2	7	-2	-3	8	1	-4	-3	-3
COc1cc(OC)c(-c2nc3ccccc3s2)cc1OC	6	20	0	9	14	1	3	4	1
CCCOc1ccccc1-c1nc2c([nH]1)c(=O)[nH]c(=O)n2C	2	4	1	-3	1	1	-8	6	1
Cn1c(C(=O)N2CCCC(C(=O)NCCCc3ccccc3)C2)cc2sccc21 (stereo not given)	-4	8	2	13	1	6	6	-2	-1
Cc1ccc(N/C=C/C(=O)c2cccs2)cc1	-5	8	11	10	7	6	4	5	-7
Cc1ccc(S(=O)(=O)N2CCN(C(=O)COc3ccc(-c4nnco4)cc3)CC2)cc1	1	6	-4	12	-4	2	-1	7	-12
CCCCCCC1CCC(C(=O)Nn2c(C)nc3ccccc3c2=O)CC1 (stereo not given)	1	-3	1	0	9	46*	2	1	4
Cc1csc(=N)n1CC(=O)N1CCc2ccccc21	-1	0	1	-4	9	-5	3	0	-1
O=C(Cc1n[nH]c(=O)c2ccccc12)Nc1cc(Cl)ccc1-n1cncn1	1	0	-2	0	5	-2	-3	1	-2
CCOCC(=O)Nc1ccc(C(=O)Nc2ccccc2Cl)cc1	.	1	0	1	.	-3	6	.	1
O=C(Nc1ccncc1)c1cc(-c2ccccn2)nc2ccc(Br)cc12	-2	3	-2	-6	1	-1	1	-1	-9
COc1ccc(N(Cc2cc3cc(C)ccc3[nH]c2=O)C(C)=O)cc1	4	7	0	1	5	2	4	3	1
O=C(Nc1ccc(F)cc1)c1ccccc1Oc1ccc(C(F)(F)F)cc1[N+](=O)[O-]	-4	3	-2	-1	3	-2	2	8	-3
CCc1ccc(N2C(=O)CN(CC(=O)OC)C2=S)cc1	9	4	1	-2	6	3	3	4	6
COc1ccc(S(=O)(=O)n2nc(OCc3cccs3)cc2N)cc1	1	-5	-3	-3	10	-2	7	6	1
COc1ccc(CO/N=C/c2c(C)[nH]c(=O)[nH]c2=O)cc1	7	3	0	-5	5	3	6	1	1
CN(C)S(=O)(=O)c1cccc(NC(=O)COc2nc3ccccc3nc2N2CCOCC2)c1	2	8	2	1	1	-1	0	0	1
CN1CCCN(C(=O)c2ccccc2Cl)CC1	-8	2	0	2	5	7	1	6	1
Cc1cc(C(=O)OCC(=O)N2CC(=O)Nc3ccccc32)no1	16	3	-6	-1	2	-2	3	5	0
COc1ccc(CNC(=O)CSc2nnc(C(F)(F)F)n2C)cc1	6	4	3	0	3	2	9	-3	6
CC(C)NC(=O)CCNS(=O)(=O)c1ccc(Br)cc1	-5	-2	4	5	9	2	-1	14	2
Cc1cc(OCCN2CCC(Cc3ccccc3)CC2)ccc1[N+](=O)[O-]	-1	8	1	0	7	14	0	2	4
CCOc1ccc(-n2c(COc3ccccc3)nnc2SCC(N)=O)cc1	0	2	0	6	-6	0	-1	3	-6

An excerpt; rates above refer to the full screens.
